ERp5 inh: inhibitors of ERp5-driven insulin aggregation, primary screen, biochemical, turbidity, absorbance 650 nm, single point. Protein disulfide-isomerase A6 (Homo sapiens), Q15084. 90 min. inhibition, % at 9.99 µM. hit rate 0.05% among 350,000. AID 651711, 2012;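 active = mean replicate inhibition above about 25%, with every replicate also reaching it, limit read from the data, passing the limit was not always enough; inconclusive = only one of those two criteria met; inactive = neither criterion met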
Target sequence (Q15084 whole entry, looked up): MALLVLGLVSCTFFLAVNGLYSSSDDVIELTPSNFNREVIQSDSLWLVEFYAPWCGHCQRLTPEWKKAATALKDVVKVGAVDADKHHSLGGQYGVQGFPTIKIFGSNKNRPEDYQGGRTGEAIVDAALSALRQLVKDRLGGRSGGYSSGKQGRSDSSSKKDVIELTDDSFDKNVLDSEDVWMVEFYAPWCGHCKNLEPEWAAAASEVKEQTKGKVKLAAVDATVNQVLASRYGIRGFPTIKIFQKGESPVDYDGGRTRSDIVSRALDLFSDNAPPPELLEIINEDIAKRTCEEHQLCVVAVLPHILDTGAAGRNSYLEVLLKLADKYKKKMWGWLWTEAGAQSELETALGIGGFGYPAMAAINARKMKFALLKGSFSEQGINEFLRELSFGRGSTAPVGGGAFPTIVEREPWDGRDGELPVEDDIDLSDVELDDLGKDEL
DENV2 CPE: inhibitors of DENV2 cytopathic effect, primary screen, cell-based, plate reader, single concentration; AID 651640, 2012; DENV2-infected cells, cytopathic effect rescue; CPE inhibition, % at 9.99 µM; hit rate 1.7% among 350,000; in the data active = CPE inhibition above about 20%, passing the limit was not always enough; inconclusive = no clear call, values can overlap the other calls; tested in BHK-21 cells;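 also: 0% = median of neutral control wells and 100% = median of positive control wells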
CFTR F508del cor: F508del CFTR correction, initial screen, CFBE line, single point; AID 720511, 2013; activity (quench increase), % at 7.58 µM; CFBE cells, YFP halide quenching; stimulated with forskolin plus potentiator P3; % fluorescence drop versus neutral controls; hit rate 0.36% among 350,000;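 active = mean added fluorescence quench of at least 8% versus neutral control, with both replicates also reaching 8%; inconclusive = only one of the mean or replicate conditions met; inactive = mean below 8% and not both replicates reaching 8%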;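 also: cells transiently co-express mutant CFTR-F508del with the halide-sensitive YFP; corrector assay measuring rescue of mutant channel to the surface after 24 h compound exposure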
Casp6 inh: human caspase-6 inhibitors, primary screen, biochemical, VEID-R110 fluorescence, single point, set 2; P55212; purified caspase-6, Z-VEID-R110 cleavage fluorescence; inhibition, % at 12.5 µM; hit rate 0.53% among 350,000;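 active = mean inhibition across replicates at least about 35%, with every replicate also reaching that limit, limit read from the data; inconclusive = only one of the two criteria met; inactive = neither criterion met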;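 also: 0% = median of neutral control wells and 100% = no fluorescence left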
Target sequence (P55212 24-179 limits assumed): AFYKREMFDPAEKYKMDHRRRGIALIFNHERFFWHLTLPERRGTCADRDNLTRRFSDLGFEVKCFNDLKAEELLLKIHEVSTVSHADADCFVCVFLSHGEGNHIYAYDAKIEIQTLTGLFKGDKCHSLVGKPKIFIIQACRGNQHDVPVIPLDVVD
Target sequence (P55212 194-293 limits assumed): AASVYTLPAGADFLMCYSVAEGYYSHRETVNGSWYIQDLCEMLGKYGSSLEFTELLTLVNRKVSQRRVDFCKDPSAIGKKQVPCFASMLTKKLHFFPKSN
SIRT5 block: SIRT5 desuccinylase inhibitors, primary screen, biochemical, fluorescence imaging, single point, set 5 | NAD-dependent protein deacylase sirtuin-5, mitochondrial (Homo sapiens), Q9NXA8 | Purified SirT5, succinyl-peptide AMC, trypsin-coupled fluorescence | inhibition, % at 15 µM | hit rate 1.1% among 330,000 | AID 652115, 2013; in the data active = inhibition above about 15%; inconclusive = no clear call, values can overlap the other calls
Target sequence (Q9NXA8 whole entry, looked up): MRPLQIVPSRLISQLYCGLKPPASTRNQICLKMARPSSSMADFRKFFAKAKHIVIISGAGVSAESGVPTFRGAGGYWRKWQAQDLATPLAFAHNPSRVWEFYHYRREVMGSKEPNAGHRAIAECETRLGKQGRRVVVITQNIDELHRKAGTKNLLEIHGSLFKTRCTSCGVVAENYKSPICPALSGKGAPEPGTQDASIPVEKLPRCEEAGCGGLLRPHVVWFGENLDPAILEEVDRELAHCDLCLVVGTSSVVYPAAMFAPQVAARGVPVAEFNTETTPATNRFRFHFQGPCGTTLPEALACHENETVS
miR122 inh: miR-122 Renilla sensor signal increase in Huh7, primary screen, miR-122 inhibitor project, cell-based, single point, plate reader | hit rate 0.3% among 340,000 | activation (reporter increase), % at 12.5 µM | Huh7 miR-122 Renilla luciferase sensor, 48 h; neutral wells = 0, positive control = 100;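 active = mean replicate activation score at least 90 and every replicate individually at or above 90; inconclusive = only one of the two criteria met; inactive = neither criterion met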;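 also: higher luciferase means less miR-122 activity so hits act as miR-122 inhibitors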
ERAP1 HTS inh: human ERAP1 aminopeptidase inhibitors, primary screen, biochemical, single point, plate reader | Endoplasmic reticulum aminopeptidase 1 (Homo sapiens), Q9NZ08 | hit rate 0.15% among 340,000 | recombinant ERAP1, Leu-AMC fluorescence, 60 min | AID 652197, 2013 | inhibition, % at 10.7 µM;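 active = mean replicate inhibition of at least 30%, or all replicates individually reaching that 30% level; inactive = mean below 30% and not every replicate reaching it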;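 also: 0% = neutral control wells and 100% = L-leucinethiol positive control wells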
Numbers without * were called inactive; ? = inconclusive; / = no result given; [ ] = remark or other dose.

SMILES	ERp5 inh	DENV2 CPE	CFTR F508del cor	Casp6 inh	SIRT5 block	miR122 inh	ERAP1 HTS inh
COc1ccc([C@H]2CC(=O)C=C(/C=C/c3ccccc3)C2)cc1	-1	-17	-1.0	-3	/	2	-3
COc1cc(-c2cc(NC=O)c3ncc(-c4ccc(F)cc4)n3c2)cc(OC)c1OC	1	0	0.9	/	1	-6	2
CC(Oc1ccccc1Cl)C(=O)Nc1ccc(S(=O)(=O)N2CCOCC2)cc1 (stereo not given)	-6	?	3.8	0	-3	4	4
N=c1c2c(n(Cc3ccc(Br)cc3)c3c1CCC3)CCCC2	-1	8	5.8	-1	-4	/	0
Cc1c(NS(=O)(=O)c2cc(C(=O)NCc3cccnc3)ccc2Cl)c(=O)n(-c2ccccc2)n1C	3	7	-0.6	0	-1	-8	-2
CO[C@@H]1CN(C)C(=O)c2cc(NC(=O)c3ccc(F)cc3)ccc2OC[C@H](C)N(C(=O)c2ccc(F)cc2)C[C@@H]1C	-2	9	-0.7	-2	-4	/	3
Cn1nc(C(=O)NCCc2ccc(S(N)(=O)=O)cc2)c2c1-c1ccccc1S(=O)(=O)C2	1	5	-0.8	-1	-1	-7	-6
Cc1nc2ccc(C(=O)N3CCC(O)(Cc4ccccc4)CC3)cn2c1N(C)C(=O)CCc1ccccc1	2	-6	3.0	0	-4	-2	0
CC(=O)c1c(C)nn(CC(O)COc2ccc3c(c2)CCC3)c1C (stereo not given)	-2	/	1.7	0	-3	-1	10
CCOC(=O)C1=C(CC)Nc2ccccc2N=C1NC(=O)Nc1ccc(Cl)c(Cl)c1	3	/	/	0	3	36	-1
CC(C)OC(=O)CSc1nnc(COc2ccc([N+](=O)[O-])cc2)n1C	7	-2	-5.9	0	/	/	9
COc1ccc(NC(=O)N(C)C[C@H]2Oc3ccc(NC(=O)CCN4CCOCC4)cc3CC(=O)N([C@@H](C)CO)C[C@H]2C)cc1	-1	-13	-1.5	1	-7	2[16.7 µM]	3
Cc1cc(NC(=O)CSc2nnc(-c3cccc(F)c3)n2N)no1	7	-1	-0.2	4	-3	/	-3
CC1(C(=O)NS(=O)(=O)c2cccc(Cl)c2)CCN1C(=O)C1CC1 (stereo not given)	4	-5	-2.4	-2	-3	2	3
O=C(Nc1ccc(C(F)(F)F)cc1)N[C@H]1CC[C@H](CCNC(=O)c2ccccc2F)O[C@@H]1CO	-1	9	-0.1	0	3	/	2
CN1c2ccc(-c3ccccc3)cc2[C@H]2[C@H](CCN2C(=O)c2ccccc2)[C@@H]1CO	0	?	2.7	2	-2	19[16.7 µM]	-18
CNC(=O)C[C@@H]1CC[C@H]2[C@@H](COc3ccc(NC(=O)NC4CCCC4)cc3C(=O)N2C)O1	-2	6	-1.9	0	-10	5[16.7 µM]	-2
COc1ccc(/C=N/Nc2cc(C)nc3ccc(OC)cc23)c(OC)c1	0	-15	-14	24	-4	/	25
C[C@@H]1CN([C@@H](C)CO)C(=O)Cc2cc(NC(=O)Nc3ccc4c(c3)OCO4)ccc2O[C@H]1CN(C)Cc1ccc(C(=O)O)cc1	1	2	-0.4	3	-5	/	4
Cc1ccc(C)c(CN2C(=O)CSc3ccc(C(=O)NCC(C)CN4CCC(C)CC4)cc32)c1 (stereo not given)	3	?	-0.5	-9	2	-6	-1
O=C(CN1CCN(Cc2cccc(F)c2)CC1)Nc1ccccc1F	4	3	1.1	-2	2	-3	-5
CCN(c1cccc(C)c1)S(=O)(=O)c1ccc2c(c1)oc(=O)n2C	-1	-3	0.0	1	-4	7	0
O=C(Nc1ccc(F)c(F)c1)C1CCCCC1	6	-6	-3.2	0	-2	/	-3
COc1ccc(NC(=O)N2CC3(C2)CN(C(C)=O)[C@H](CO)c2[nH]c4cc(OC)ccc4c23)cc1	/	-7	0.6	/	-3	/	/
C[C@H](O)C#Cc1cnc2c(c1)C(=O)N([C@H](C)CO)C[C@@H](C)[C@@H](CN(C)C(=O)Cc1ccncc1)O2	-6	-2	-2.3	2	-6	3[16.7 µM]	-4
COc1ccc(OC)c(NC(=O)CCNS(=O)(=O)c2ccc3c(c2)c(=O)n(C)c(=O)n3C)c1	6	/	7.3	4	-3	/	0
COc1cccc(C(=O)Nc2ccc3c(c2)OC[C@@H](C)N(CCc2ccccc2)C[C@H](C)[C@H](OC)CN(C)C3=O)c1	-3	0	3.5	-4	11	/	0
CC(=O)c1cc(C#N)c(N2CC(C)OC(C)C2)nc1C (stereo not given)	1	-1	-3.5	-2	1	/	-2
COCCN(Cc1cc2cc(C)ccc2nc1Cl)C(=O)Nc1ccccc1OC	1	1	-0.2	-2	0	/	-3
Cc1noc(C)c1NC(=O)NC[C@@H]1CC[C@@H]2[C@@H](CN2Cc2cccc(-c3ccccn3)c2)O1	-3	?	2.0	0	1	/	6
CCOc1ccc(CCNC(=O)Cn2ncn3nc(-c4ccc(OC)cc4)cc3c2=O)cc1	2	10	-4.0	-1	2	12	2
COc1ccc(C(CNCC(=O)Nc2ccccc2F)N(C)C)cc1 (stereo not given)	3	6	-0.2	-7	-4	-6	-2
O=C(O)/C(=C\c1ccco1)NC(=O)c1ccc(Br)o1	0	4	-1.7	14	0	-2	/
CCCNC(=O)N1C[C@H](O)COC[C@@H]2O[C@H](CC(=O)N3CCCCC3)CC[C@H]21	1	-6	0.7	0	-3	-1[16.7 µM]	1
COC(=O)C[C@H]1c2cc(C(F)(F)F)ccc2S(=O)(=O)N1C(C)(C)C	11	9	0.9	-1	1	/	2
Cc1ccc(C)n1-c1ccc(C#N)cn1	-4	-7	0.1	3	0	/	-1
COc1cc(CN(C)C(=O)C(=O)c2c[nH]c3ccccc23)ccc1O	5	-5	0.9	2	5	146*	-1
COc1cccc(-c2ccc3c(c2)[C@@H]2[C@@H](CCN2C(=O)C2CCCC2)[C@H](CO)N3)c1	7	6	-3.3	-1	4	/	0
COCc1cc(Sc2ccc(Cl)cc2)nc(C)n1	-1	-3	1.6	1	-2	/	-3
O=C(c1sccc1Br)N1CCN(Cc2ccc3c(c2)OCO3)CC1	1	?	0.0	0	-4	-4	6
C[C@H]1CN([C@@H](C)CO)C(=O)c2cc(NC(=O)Cc3ccccc3)ccc2O[C@H]1CN(C)S(=O)(=O)c1ccccc1	-2	10	-1.9	3	0	3[16.7 µM]	1
COc1ccc(NC(=O)N(C)C[C@@H]2OCc3ccccc3-c3ccccc3C(=O)N([C@H](C)CO)C[C@@H]2C)c(OC)c1	-1	-7	-2.8	5	-8	/	1
Cc1ccc(C2=C(O)c3ccccc3C(=O)C2=O)cc1	2	3	0.0	5	-7	-1	5
COc1ccc(S(=O)(=O)N(C)C[C@H]2Oc3ccc(NC(=O)Cc4ccccc4)cc3CC(=O)N([C@H](C)CO)C[C@@H]2C)cc1	0	-2	-2.8	-3	-1	-5[16.7 µM]	-1
O=C(Nc1ccccc1F)N1C[C@@H]2[C@H](c3ccccc31)[C@H](CO)N2C(=O)c1ccc(F)cc1	-5	35*	-1.2	-2	1	11[16.7 µM]	0
COc1ccc(NC(=O)NC2(C(=O)N3CCCCC3)CCCCC2)cc1	2	2	-2.2	11	-1	/	0
O=C(CSc1cccc2cccnc12)Nc1cc(C(=O)O)cc(C(=O)O)c1	1	0	3.3	4	-4	-5	4
CCC(=O)N1CC2(C1)CN(Cc1cccc(OC)c1)[C@@H](CO)c1[nH]c3cc(OC)ccc3c12	4	6	0.5	2	2	/	0
Cc1cc(C)c2oc(C(=O)NC3CCS(=O)(=O)C3)cc(=O)c2c1 (stereo not given)	-4	3	0.8	-3	-3	-3	2
CCOc1ccc(NC(=O)CC2C(=O)Nc3ccccc3N2C(=O)c2ccccc2)cc1 (stereo not given)	-3	-5	0.3	4	0	/	1
CCC(C)(C)C1CCc2[nH]nc(C(=O)NCCN3CCOCC3)c2C1 (stereo not given)	4	5	-0.6	0	/	-8	1
O=C(CSc1nccc(-c2cccs2)n1)Nc1ccc(F)c(Cl)c1	5	2	1.5	2	1	/	/
O=C(N/N=C/C(Cl)=C/c1ccccc1)c1ccncc1	1	-6	-2.3	-1	-2	-3	9
O=Cc1c(NCCCN2CCCC2=O)c2ccccc2[nH]c1=O	-2	-4	-0.9	0	0	-6	/
COc1ccc(NC(=O)N(C)C[C@@H]2Oc3ccc(NC(=O)C4CCCCC4)cc3C(=O)N([C@H](C)CO)C[C@H]2C)cc1	-6	-3	-0.5	-1	-3	-7[16.7 µM]	-3
CO[C@H]1CN(C)C(=O)c2ccc(NC(C)=O)cc2OC[C@@H](C)N(C(=O)Cc2ccccn2)C[C@@H]1C	-9	3	-1.1	2	0	/	0
C=CCn1c(NCc2ccccc2OC)nc2ccccc21	-1	-3	0.6	-3	12	2	-2
COc1ccc(/C=C/C(=O)Oc2ccc(/C=N\NC(=O)c3ccc(F)cc3)cc2)cc1	6	4	/	-1	-4	/	3
COc1cccc(CNC(=O)C[C@@H]2CC[C@H]3[C@@H](COc4ccc(NC(=O)c5cccs5)cc4C(=O)N3C)O2)c1	4	6	-4.5	-1	-1	-2[16.7 µM]	1
CC1(C)CC(=O)C(c2ccccc2)(c2ccccc2)C(=O)C1	-3	2	0.8	-3	0	/	-3

In the list so far, two have a cyano group.
SMILES	ERp5 inh	DENV2 CPE	CFTR F508del cor	Casp6 inh	SIRT5 block	miR122 inh	ERAP1 HTS inh
CC(=O)c1cc(C#N)c(N2CC(C)OC(C)C2)nc1C (stereo not given)	1	-1	-3.5	-2	1	/	-2
Cc1ccc(C)n1-c1ccc(C#N)cn1	-4	-7	0.1	3	0	/	-1

Compounds listed so far that contain a CF3 group:
SMILES	ERp5 inh	DENV2 CPE	CFTR F508del cor	Casp6 inh	SIRT5 block	miR122 inh	ERAP1 HTS inh
O=C(Nc1ccc(C(F)(F)F)cc1)N[C@H]1CC[C@H](CCNC(=O)c2ccccc2F)O[C@@H]1CO	-1	9	-0.1	0	3	/	2
COC(=O)C[C@H]1c2cc(C(F)(F)F)ccc2S(=O)(=O)N1C(C)(C)C	11	9	0.9	-1	1	/	2

Next section:
SMILES	ERp5 inh	DENV2 CPE	CFTR F508del cor	Casp6 inh	SIRT5 block	miR122 inh	ERAP1 HTS inh
C=CCCC1CN(CC=C)S(=O)(=O)c2c(F)cccc2O1 (stereo not given)	4	1	-0.7	1	-3	/	-3
CN1C(=O)c2cc(NC(=O)c3cccs3)ccc2OC[C@@H]2O[C@@H](CC(=O)NCC3CC3)CC[C@@H]21	/	-6	1.7	/	/	67[16.7 µM]	/
CCCCOc1ccc(NC(=O)CN2CCN(Cc3ccccc3)CC2)cc1	-5	1	-3.0	0	0	-3	-2
Cc1ccc2c(=O)n3c(nc2c1)C(Cc1ccccc1)NC(=O)c1cc(Cl)ccc1-3 (stereo not given)	3	/	-1.5	2	/	/	2
C(=N\NCc1ccccc1)/c1ccc2ncccc2c1	2	-3	0.4	-1	-8	-8	-1
C[C@H](CO)N1C[C@H](C)[C@H](CN(C)CC2CC2)OCCCC[C@H](C)Oc2ccc(NC(=O)c3ccccc3)cc2C1=O	4	-2	3.1	-11	-5	-7[16.7 µM]	-1
O=C(CC1CCCC1)NNC(=O)c1ccccc1O	1	-7	1.1	-8	/	-2	-1
O=S(=O)(c1ccccc1)N1CC2(C1)[C@H](c1ccccc1)[C@H](CO)N2CC1CCOCC1	-7	-8	-2.2	0	-2	/	-14
COc1ccc(-c2nn(CCC(=O)O)cc2/C=C2\SC(N)=NC2=O)cc1OC	-3	-9	/	0	28*	/	5
Cc1ccc(N2C(=O)C3C4C=CC(CC4)C3C2=O)cc1Cl (stereo not given)	0	6	-1.5	-1	-1	3	2
COc1cc2ccccc2cc1C(=O)NNC(=O)c1ccccc1O	3	8	2.1	1	-2	7	-4
COc1cccc(/C=N/Nc2c(Cl)cncc2Cl)c1O	-2	3	2.2	-2	-5	1	-2
